NALP1 inh = NALP1 inflammasome inhibitors in reconstituted yeast, colorimetric, S. cerevisiae, triplicate retest. S. cerevisiae NALP1/ASC/caspase-1 growth, X-gal OD620, 72 h. inhibition, % at 10 µM. 280,000 compounds, 0.61% hits; in the data active = inhibition mostly above about 24%, no sharp cut-off; inactive = mostly below about 32%; also: some compounds called inactive have numbers as strong as hits
V1aR counter = agonists of human V1a receptor, primary screen, counter-screen for OXTR agonist project, fluorescence, CHO-V1R cells; Vasopressin V1a receptor (Homo sapiens), P37288; Fluo-8 calcium fluorescence, agonist mode; 0% DMSO, 100% 3 nM vasopressin; activation, % at 3 µM; 320,000 compounds, 0.25% hits;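 active = activation above the mean activation of all tested compounds plus 3 SD, per screening run, cut at about 20% in these data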;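 also: signal is peak over basal fluorescence ratio across a 100 second FLIPR read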
Target sequence (P37288 whole entry, looked up): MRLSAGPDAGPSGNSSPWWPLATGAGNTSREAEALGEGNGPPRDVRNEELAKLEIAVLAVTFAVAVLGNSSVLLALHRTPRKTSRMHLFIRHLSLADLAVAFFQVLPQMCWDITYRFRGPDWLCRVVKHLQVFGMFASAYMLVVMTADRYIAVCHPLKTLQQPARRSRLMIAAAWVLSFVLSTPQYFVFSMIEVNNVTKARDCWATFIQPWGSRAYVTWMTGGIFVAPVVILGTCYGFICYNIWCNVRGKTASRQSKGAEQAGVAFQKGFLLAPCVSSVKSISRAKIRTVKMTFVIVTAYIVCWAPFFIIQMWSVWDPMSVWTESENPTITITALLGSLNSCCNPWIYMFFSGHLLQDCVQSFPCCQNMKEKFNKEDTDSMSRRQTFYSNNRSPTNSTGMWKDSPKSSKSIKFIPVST
MEKK2mut PB1 HTS = MEK5 binding signal on mutant MEKK2 PB1, primary screen, biochemical, multiplex bead flow cytometry, Alexa488-MEK5; Alexa488-MEK5 binding to MEKK2 mutant; percent response, % at 10 µM; 290,000 compounds, 0.35% hits; in the data active = percent response above about 24%, passing the limit was not always enough; also: inactives centre near 1; some results filed as inactive read as strong as hits
MEKK2 WT-MEK5 = modulators of MEK5 binding to wildtype MEKK2, primary screen, biochemical, multiplex bead flow cytometry, Alexa488-MEK5. Mitogen-activated protein kinase kinase kinase 2 (Homo sapiens), Q9Y2U5. Alexa488-MEK5 binding to MEKK2 WT; actives lie on both sides. binding response (% of control), % at 10 µM. 290,000 compounds, 1.1% hits; in the data active = binding response below about 67% or above about 130%
OXTR potentiator = human OXTR potentiators, primary screen, fluorescence, CHO-OTR cells, Fluo-8 calcium | Fluo-8 calcium fluorescence, potentiator mode; 0% = oxytocin EC15, 100% = EC100 | activation, % at 3 µM | 320,000 compounds, 0.061% hits;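 active = activation above that plate's cutoff, the mean activation of tested compounds plus 3 SD, cut at about 6.6% in these data, passing the limit was not always enough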;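 also: 100% uses oxytocin at 75 nM as the full agonist control; some results filed as inactive read as strong as hits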
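assay system = CHO-OTR cells, human receptor | schedule = compound 6 min at room temperature before oxytocin, 100 s read | detection = Fluo-8 intracellular calcium fluorescence, ex 470-495, em 515-575 nm | evaluation = normalized max/min fluorescence ratio, % activation | control set = EC15 oxytocin alone as 0%, 75 nM oxytocin (EC100) as 100%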
GalR3 antagonist = GalR3 antagonists in HEK293 cells, primary screen, cell-based, fluorescence readout. 360,000 compounds, 0.44% hits. HEK293 GalR3-CNG cAMP membrane potential fluorescence; galR3 body fused to GalR1 C-terminus. AID 651719, 2012. inhibition, % at 3 µM;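 active = inhibition above the screen-wide average plus 3 SD, cut at about 13% in these data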;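 also: forskolin and galanin both at EC90 stimulate the cells; cAMP rise reported by CNG channel membrane potential dye signal; 0% = forskolin plus galanin with DMSO and 100% = forskolin alone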
Target sequence (O60755 1-299 limits assumed): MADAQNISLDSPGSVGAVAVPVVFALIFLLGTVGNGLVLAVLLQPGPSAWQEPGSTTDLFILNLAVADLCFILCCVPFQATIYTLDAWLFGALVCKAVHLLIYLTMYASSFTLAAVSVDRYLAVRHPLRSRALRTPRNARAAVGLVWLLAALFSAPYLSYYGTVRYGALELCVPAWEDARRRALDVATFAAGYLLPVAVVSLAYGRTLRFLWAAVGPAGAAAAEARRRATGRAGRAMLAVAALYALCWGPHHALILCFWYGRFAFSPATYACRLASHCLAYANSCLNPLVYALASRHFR
GPR7 antag = GPR7 receptor antagonists, primary screen, cell-based, fluorescence, single concentration | Neuropeptides B/W receptor type 1 (Homo sapiens), P48145 | inhibition, % at 4.4 µM | GPR7-expressing cells, fluorescence antagonist assay | 290,000 compounds, 1.1% hits; in the data active = inhibition above about 16%, passing the limit was not always enough;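 also: cells stimulated with the agonist NPW; 0% = agonist with vehicle and 100% = vehicle without agonist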
OXTR agonist = human OXTR agonists, primary screen, fluorescence, CHO-OTR cells, Fluo-8 calcium; Oxytocin receptor (Homo sapiens), P30559; Fluo-8 calcium fluorescence; normalized: DMSO 0%, oxytocin 100%; activation, % at 3 µM; 320,000 compounds, 0.32% hits; AID 2435, 2010;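 active = activation above the mean of all tested compounds plus 3 SD, cutoff set per screening run, cut at about 20% in these data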;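 also: peak over basal fluorescence ratio from a 100 s FLIPR kinetic read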
M18AAP inhibitor = PfM18AAP inhibitors, malaria aminopeptidase, primary screen, biochemical, QFRET, recombinant enzyme; H-Glu-NHMec fluorogenic cleavage; inhibition, % at 7.35 µM; M18 aspartyl aminopeptidase (Plasmodium falciparum 3D7); 290,000 compounds, 1.2% hits;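 active = inhibition above the campaign mean inhibition over all tested compounds plus 3 SD, cut at about 28% in these data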;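 also: 0% = plate median of test compound wells and 100% = 2 mM ZnCl2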
An asterisk follows results filed as active; . = no result given.

compound | MEKK2mut PB1 HTS | MEKK2 WT-MEK5 | GPR7 antag | OXTR potentiator | V1aR counter | M18AAP inhibitor | OXTR agonist | GalR3 antagonist | NALP1 inh
COc1ccc(-n2c(SCC(=O)Nc3ccc(Br)cc3)nc(O)cc2=O)cc1 | 1 | 102 | -10 | -4 | 2.6 | 0 | 0.4 | -7 | .
Cc1ccc(C(=O)NCc2nnc3c(C(F)(F)F)cc(Cl)cn23)o1 | 0 | 101 | -12 | -10 | 0.0 | 5 | -0.2 | -6 | 14
Cc1ccc2nc(SCC(=O)N3CCN(c4ccccc4)CC3)[nH]c2c1 | 21 | 114 | -22 | 2 | -2.3 | -4 | -2.5 | -5 | .
O=S(=O)(c1ccc(NC(=S)N/N=C/c2ccc(O)c(O)c2)cc1)N1CCOCC1 | -1 | 86 | 2 | -13 | -0.4 | 57* | 0.6 | -4 | 2
O=C(NCc1ccco1)C1(c2ccc(Cl)cc2)CCCC1 | 5 | 106 | -2 | -4 | -1.5 | -4 | -1.3 | -7 | -9
Cc1cc(N2C(=O)C(=O)/C(=C(/O)c3ccc(F)cc3)C2c2ccc(Cl)cc2)no1 (configuration not stated) | -3 | 100 | -10 | -13 | -0.4 | 12 | -1.0 | 2 | -2
CCC(=O)Nc1nnc(CCc2ccccc2)s1 | 7 | 106 | -1 | -3 | 0.8 | 4 | 1.1 | 0 | 26
COc1ccccc1NC(=S)N(CCCN(C)C)Cc1cc2cc3c(cc2[nH]c1=O)OCO3 | 1 | 103 | -2 | -19 | 0.3 | 11 | -0.3 | -5 | 10
Cc1ccc(NC(=O)CCC(=O)N2CCN(S(=O)(=O)c3ccc(C)cc3)CC2)cc1 | . | . | . | 0 | 0.5 | . | -0.3 | -1 | .
COc1ccc(Cn2c(C)nc3c(c(=O)c4ccccc4n3C)c2=O)cc1 | 21 | 102 | -12 | 0 | 1.4 | 10 | -1.0 | -6 | 18
O=C(N/N=C/c1cccs1)c1n[nH]c2c1CCCC2 | 7 | 95 | 19 | 0 | 0.1 | 9 | 1.8 | -5 | .
S=C1NCCOCCOCCOCCOCCNC(=S)NCCOCCOCCOCCOCCN1 | 2 | 96 | -11 | -1 | -0.5 | -5 | -0.4 | -2 | 22
C[C@@H]1C=C[C@](Cc2ccccc2)(C(=O)O)N1C(=O)c1ccccc1 | 7 | 112 | . | -10 | -0.1 | . | 0.3 | -1 | .
CSc1nc(C)c(CCO)c(=O)[nH]1 | -2 | 93 | -18 | -3 | 0.2 | 4 | 0.5 | -5 | 10
O=S(=O)(c1ccc(Cl)cc1)N1CCN(S(=O)(=O)N2CCCCCC2)CC1 | -5 | 98 | -4 | 4 | 0.0 | 1 | 0.4 | 16* | 12
COCCNc1nnc(SCC(=O)Nc2sc3c(c2C(=O)c2ccccc2)CCCC3)s1 | 0 | 106 | 17 | -3 | 0.7 | 3 | -1.1 | -5 | 11
CN(C)C(=O)Oc1ccc[n+](C)c1 | 4 | 99 | -7 | -13 | 0.0 | -2 | -0.1 | . | 19
O=C(CC1S/C(=N/N=C2CCCCCC2)NC1=O)Nc1ccc(Br)cc1F (configuration not stated) | 5 | 103 | -24 | 2 | 0.3 | 6 | 0.0 | 0 | -13
CCNC(=S)N=Nc1c(O)[nH]c2ccc([N+](=O)[O-])cc12 | -2 | 98 | -10 | -4 | 0.6 | 8 | -1.5 | -6 | -16
CCN1CCN(C(=O)C(C)Sc2nc3nc(C)cc(C)n3n2)CC1 (configuration not stated) | . | . | . | -4 | 1.4 | . | -0.2 | -5 | .
Cc1ccccc1C1C(C#N)=C2N=C(N)c3c(sc4c3CCCCC4)N2C2=C1C(=O)CCC2 (configuration not stated) | -1 | 94 | 6 | -9 | 1.9 | 11 | 1.8 | . | 16
Cc1cnc(NC(=O)CSc2ccccc2)s1 | 8 | 100 | 1 | -7 | 0.1 | 3 | 1.2 | 1 | 15
COC(=O)c1ccc(C(=O)OC)c(NC(=S)N2CCOCC2)c1 | 0 | 103 | -4 | -5 | -0.5 | -7 | 0.9 | 2 | 20
N#CC1=C(N)OC2=C(C(=O)CCC2)C1Cc1ccccc1 (configuration not stated) | 2 | 102 | -3 | 0 | 1.4 | 12 | 1.2 | -7 | .
Cc1nn(C)c(C)c1NC(=O)CSc1nc(C2CC2)nc2c1cnn2-c1ccccc1 | -5 | 90 | 16 | -15 | 0.4 | -5 | 0.9 | -3 | 13
CCCCn1nnnc1NCc1ccc(N(CC)CC)cc1 | 8 | 104 | 10 | -9 | 0.1 | 31* | -0.2 | -5 | 9
CCC(Oc1ccccc1)C(=O)NC1CCSC1=O (configuration not stated) | -2 | 93 | -3 | -2 | -0.1 | -9 | 0.6 | 0 | 0
NC(=O)C(=O)N/N=C/c1c(F)c(F)c(F)c(F)c1F | -6 | 90 | -6 | -6 | 0.2 | -2 | 0.0 | -4 | 5
CCN(CC)C(=O)NC1CCCCCCC1 | 1 | 104 | 5 | -12 | -0.5 | 3 | -1.3 | -5 | 0
Cc1cccc(C(=O)Nc2ccc(O)cc2C(=O)O)c1 | 1 | 102 | -10 | -8 | -0.3 | 1 | -0.1 | -6 | 13
CC(C)Cc1nnc(NC(=O)CCC(=O)NCCc2ccc(Cl)cc2)s1 | -2 | 98 | -4 | -9 | 0.0 | -11 | -0.1 | -8 | 13
Cc1cc(C)n(C2CC(=O)N(c3cc(Cl)cc(Cl)c3)C2=O)n1 (configuration not stated) | -4 | 99 | -9 | -13 | 7.7 | 6 | -2.4 | -4 | 14
O=C(Nc1ccc2c(c1)C(=O)N(CC1CCCO1)C2=O)c1ccc(Cl)c(Cl)c1 (configuration not stated) | . | . | -12 | -5 | 2.7 | -2 | 2.5 | -5 | 16
CNCCOc1ccccc1C(C)(C)C | 3 | 98 | 1 | -5 | 0.6 | -7 | 1.4 | -7 | 11
CCCCc1nnc(NC(=O)CCS(=O)(=O)c2ccc(Cl)cc2)s1 | . | . | . | -2 | -0.4 | . | -0.6 | 5 | .
COc1ccc(S(=O)(=O)N(C)C)cc1NC(=O)Cc1c[nH]c2ccccc12 | -42 | 101 | 14 | -3 | 1.2 | 11 | 2.2 | -3 | -4
O=C(CCSc1nnc2scc(-c3ccccc3)n12)NCc1ccc2c(c1)OCO2 | -9 | 86 | -5 | 9 | 0.6 | -1 | 0.0 | -5 | 13
Cn1c(SCC(=O)NCc2ccco2)nc2ccccc2c1=O | -1 | 96 | 0 | -7 | 0.8 | 10 | 0.5 | 2 | -6
CC(C)C(=O)N1CCN(c2ccccc2NC(=O)c2cccc(Cl)c2)CC1 | 7 | 103 | 16 | -5 | 0.9 | -1 | -2.4 | -6 | 9
COC(=O)c1cc(-c2cccc(OC)c2)on1 | . | . | -3 | -2 | 0.0 | -4 | 0.0 | -9 | 10
COc1ccc2oc(C(=O)NN3C(C)CCCC3C)c(C)c2c1 (configuration not stated) | -7 | 90 | -1 | -7 | -1.4 | -10 | -2.2 | 4 | 13
CCC(C)(C)C1CCc2[nH]nc(C(=O)NN)c2C1 (configuration not stated) | 3 | 96 | -4 | 3 | 0.4 | 14 | -1.0 | -3 | -8
O=C(O)c1cccc(NC(=S)N/N=C/c2ccccc2OCc2ccc(Br)cc2)c1 | -13 | 72 | -8 | -10 | 0.1 | 27 | -2.1 | 2 | 5
COc1ccccc1C(CC(=O)O)NS(=O)(=O)c1ccc2c(c1)N(C(C)=O)CC(C)O2 (configuration not stated) | -4 | 98 | -8 | -10 | -0.1 | -4 | 0.9 | -8 | 22
CCOC(=O)N1CCN(CC(=O)Nc2cc3c(cc2C(C)=O)OCO3)CC1 | -3 | 103 | -3 | 1 | 1.8 | -7 | 0.9 | -2 | 40
COc1ccc(C2C(C(=O)Nc3cccnc3)=C(C)Nc3nc(-c4cccs4)nn32)cc1 (configuration not stated) | 1 | 95 | -4 | 4 | 0.1 | -1 | -0.2 | 0 | -4
CCN(CC)CCCNc1ccc(-c2nnc(-c3ccc(OCC(C)C)cc3)o2)cn1 | 36* | 165* | 38* | -2 | 2.6 | 2 | 3.1 | -12 | 22
CC(=O)Nc1sc2c(c1C(=O)N1CCOCC1)CCCCC2 | 7 | 103 | -11 | -10 | 0.3 | 2 | -0.1 | -1 | 7
O=C(Nc1ccc2c(c1)OCO2)Nc1ccccn1 | -12 | 88 | -7 | -9 | -0.4 | 5 | -1.4 | -3 | 22
O=C(CN1C(=O)CSC1=O)N1CCCCC1 | -4 | 94 | -13 | -11 | 0.6 | 0 | 0.6 | 0 | -56
O=C1C2C3CCCC3=C3CCCC3C2C(=O)N1c1ccccc1 (configuration not stated) | 4 | 100 | 3 | -11 | -1.1 | -14 | -2.0 | -3 | -12
Cc1ccc(S(=O)(=O)N(C)c2c(C)ccc(S(=O)(=O)N3CCN(C)CC3)c2C)cc1 | -2 | 96 | -15 | -8 | 0.3 | 2 | -0.3 | 0 | 23
CN1CCN(C(=O)CCN2C(=O)/C(=C\c3ccc(Cl)cc3)SC2=S)CC1 | 7 | 109 | 6 | -2 | 1.5 | -2 | 0.3 | . | 27
CC(C)c1ccc(Nc2nc(Cl)nc(Cl)n2)cc1 | 5 | 111 | 7 | -11 | 0.3 | 5 | -0.2 | -7 | 12
Nc1c(C(=O)CCC(=O)O)oc2ccc(Cl)cc12 | 8 | 106 | -1 | 1 | -0.3 | -3 | -0.1 | . | 1
COc1ccc(C(=O)NCC(=O)OCc2csc(-c3ccccc3)n2)cc1 | -1 | 92 | 11 | -5 | 1.7 | -11 | -1.1 | 0 | 23
Cc1ccc(S(=O)(=O)CCC(=O)Nc2nnc(-c3ccco3)o2)cc1 | . | . | . | -14 | 0.7 | . | 0.4 | -7 | .
CCOC(=O)C(Cc1ccccc1)C(=O)NCc1cccnc1 (configuration not stated) | 0 | 102 | -4 | -9 | -0.2 | 1 | -0.6 | -1 | -8

An excerpt from above, reduced to MEKK2 WT-MEK5:
| SMILES | MEKK2 WT-MEK5 |
| --- | --- |
| O=C(Nc1ccc2c(c1)OCO2)Nc1ccccn1 | 88 |
| O=C(CN1C(=O)CSC1=O)N1CCCCC1 | 94 |

Screening data: PubChem BioAssay, several laboratories
